Source: PubChem (several laboratories)
MrgX1 antagonist: human MrgX1 receptor antagonism, primary screen | Q96LB2 | MRGX1-HEK293 calcium flux, Fluo-4, BAM8-22 antagonism; active compounds read low | B-score at 10 µM | hit rate 1.3% among 310,000 | AID 588676;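 active = calcium-response B-score plate-corrected more than 3 library SD below zero, starting fluorescence within 5 deviations, no agonist response on first addition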;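 note: peak minus trough fluorescence over baseline after final BAM8-22 challenge near maximal dose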
TRPC6 inh: inhibitors of mouse TRPC6 channel | HEK293-TRPC6, membrane potential dye, ACh-evoked depolarization; active compounds read low | B-score at 10 µM | hit rate 1.1% among 310,000;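 active = B-score under library mean minus 3 SD, initial fluorescence not abnormally high, positive integrated signal ratio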;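 note: B-score derived from integrated fluorescence ratio over the kinetic read; more negative B-score means stronger inhibition of depolarization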
Target sequence (Q61143 whole entry, looked up): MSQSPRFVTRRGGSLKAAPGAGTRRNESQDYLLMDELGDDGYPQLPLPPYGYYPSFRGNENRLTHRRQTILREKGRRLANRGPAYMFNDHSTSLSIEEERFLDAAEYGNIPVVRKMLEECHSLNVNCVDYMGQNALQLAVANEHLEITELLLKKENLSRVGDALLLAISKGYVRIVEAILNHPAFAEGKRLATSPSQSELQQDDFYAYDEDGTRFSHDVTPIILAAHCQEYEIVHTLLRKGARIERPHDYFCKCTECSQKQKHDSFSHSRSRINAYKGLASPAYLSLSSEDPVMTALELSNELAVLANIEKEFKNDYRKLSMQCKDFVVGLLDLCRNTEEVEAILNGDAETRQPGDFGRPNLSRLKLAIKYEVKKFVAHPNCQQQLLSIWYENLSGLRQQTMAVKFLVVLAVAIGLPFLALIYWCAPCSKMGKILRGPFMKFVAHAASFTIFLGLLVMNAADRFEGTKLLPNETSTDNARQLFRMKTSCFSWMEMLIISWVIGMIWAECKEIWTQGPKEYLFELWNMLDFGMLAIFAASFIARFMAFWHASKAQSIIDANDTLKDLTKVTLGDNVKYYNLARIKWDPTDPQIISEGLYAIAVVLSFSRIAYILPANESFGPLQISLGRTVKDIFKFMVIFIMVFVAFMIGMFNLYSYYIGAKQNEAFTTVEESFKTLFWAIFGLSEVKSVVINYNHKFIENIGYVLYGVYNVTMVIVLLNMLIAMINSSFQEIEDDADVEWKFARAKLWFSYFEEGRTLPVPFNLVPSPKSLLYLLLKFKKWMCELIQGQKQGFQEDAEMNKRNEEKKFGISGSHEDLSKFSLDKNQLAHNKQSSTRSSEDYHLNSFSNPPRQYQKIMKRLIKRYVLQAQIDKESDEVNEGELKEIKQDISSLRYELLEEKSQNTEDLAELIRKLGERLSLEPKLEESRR
TMEM16A inh: mouse TMEM16A channel inhibition, primary screen. Q8BHY3. HEK293 TMEM16A/YFP iodide influx fluorescence, ionomycin. normalized B-score (activity score, 25-100; higher = stronger inhibition) at 10 µM. hit rate 1.2% among 310,000. AID 588511;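 active = ratio plate-corrected score three or more library SD toward inhibition, starting fluorescence score within five deviations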;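 note: score derived from kinetic fluorescence span divided by baseline fluorescence per well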
RGS4 pot: RGS4 potentiation or activation. HEK293 M3R/inducible RGS4, carbachol calcium flux Fluo4; active compounds read low. B-score at 10 µM. hit rate 0.92% among 310,000;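 active = B-score of the integrated calcium signal more than 4 SD below the library mean, with starting fluorescence not abnormally high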;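 note: negative B-score means reduced calcium response which marks RGS4 activation or potentiation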
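Assay system: Inducible-RGS4 HEK293 cells carrying M3 receptor | Schedule: Compound preincubation 20 min at room temperature before agonist | Signal: Kinetic calcium fluorescence imaging with Fluo4-AM dye, 2 µM | Read-out basis: B score from integrated fluorescence ratio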
MrgX1 agonist: human MrgX1 receptor agonism, primary screen; MrgX1-HEK293 cells, Fluo-4 calcium fluorescence, agonist mode; active compounds read high; B-score at 10 µM; hit rate 0.44% among 310,000;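 active = calcium response B-score plate-corrected fluorescence ratio at least 3 library SD, with starting fluorescence B-score inside 5 SD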
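Material: MrgX1-expressing HEK293 cells / Dosing: compound as first of three additions / Incubation: overnight seeding, then 1 h dark dye loading / Signal: Fluo-4 NW calcium fluorescence / Evaluation: B-scored fluorescence response ratio / Benchmarks: positive and negative control wells on each plate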
HDAC3 inhib: blocks human histone deacetylase 3. O15379. recombinant HDAC3, fluorogenic peptide/trypsin coupled, fluorescence. inhibition, % at 8.3 µM. hit rate 0.15% among 320,000. AID 2718; in the data active = inhibition above about 26%, passing the limit was not always enough; inconclusive = no clear call, values can overlap the other calls
SKKanGAS inh: inhibitors of SKKanGAS S. pyogenes growth in kanamycin (SK-promoter or general growth effect); BacTiter-Glo, 6 h; inhibition, % at 7.5 µM; hit rate 1.3% among 300,000; AID 1662;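 active = mean replicate score, as percent of positive control median, at least 50; inconclusive = mean below 50 but one replicate at or above 50; inactive = mean and every replicate below 50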;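 note: strain carries kanamycin resistance gene driven by streptokinase promoter and grows in 40 µg/ml kanamycin; loss of luminescence reflects streptokinase promoter inhibition or plain growth inhibition; 0% = median of DMSO wells and 100% = positive control at its reference dose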
MrgX1 allo act: allosterically activates human MrgX1 receptor signaling; MrgX1-HEK293, Fluo-4 calcium flux, FDSS; active compounds read high; B-score at 10 µM; hit rate 0.63% among 310,000; AID 588675;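 active = plate-corrected calcium response at least 3 library SD above typical, normal starting fluorescence, not activating the receptor alone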;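 note: compound read alongside a low EC10 to EC30 dose of BAM8-22 agonist; peak minus trough fluorescence over baseline measured at the second addition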
TRPC6 act: mouse TRPC6 channel activation. Q61143. HEK293-TRPC6 membrane potential dye fluorescence; active compounds read high. B-score at 10 µM. hit rate 0.13% among 310,000. AID 2550;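 active = B-score of the integrated fluorescence ratio above library mean plus 3 SD, and starting fluorescence ratio within library mean plus 5 SD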;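 note: higher score means more depolarization so channel activation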
RGS4 block: human RGS4 inhibition. P49798. HEK293 M3R/RGS4 inducible, Fluo-4 calcium flux; active compounds read high; triggered by carbachol at its EC20. B-score at 10 µM. hit rate 0.45% among 310,000;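 active = B-score, a plate-corrected calcium signal, over three deviations above library mean, with baseline fluorescence within five deviations of library mean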;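 note: RGS4 expression induced by doxycycline in cells with stable M3 receptor; B-score is computed from the integrated fluorescence ratio over baseline after carbachol; higher B-score means a larger calcium signal and so more RGS4 inhibition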
Target sequence (P49798 whole entry, looked up): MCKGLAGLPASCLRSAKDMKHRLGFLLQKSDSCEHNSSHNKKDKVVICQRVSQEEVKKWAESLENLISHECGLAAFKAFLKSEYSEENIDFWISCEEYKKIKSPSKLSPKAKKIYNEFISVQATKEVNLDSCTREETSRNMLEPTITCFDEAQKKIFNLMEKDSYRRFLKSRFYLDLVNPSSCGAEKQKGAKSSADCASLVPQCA
ANO1 activ: activates or potentiates the mouse TMEM16A chloride channel; Q8BHY3; HEK293 TMEM16A/YFP-H148Q/I152L, iodide quench fluorescence; active compounds read low; B-score at 10 µM; hit rate 0.3% among 340,000; AID 623877;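 active = fluorescence-ratio B-score plate-corrected deviation score at least 3 library SD below zero, with starting fluorescence score within 5 deviations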;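 note: channel opened by trigger with iodide after compound preincubation; score built on the fluorescence ratio of max minus min over baseline; more negative score means more quench and so TMEM16A activation or potentiation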
* marks the source's active call; other numbers are inactive results; i = inactive; ? = inconclusive; . = not tested or not shown.

SMILES	MrgX1 antagonist	TRPC6 inh	TMEM16A inh	RGS4 pot	MrgX1 agonist	HDAC3 inhib	SKKanGAS inh	MrgX1 allo act	TRPC6 act	RGS4 block	ANO1 activ
COC(=O)c1ccc(NC(=O)c2snnc2-c2ccccc2)cc1	i	-7.33*	i	i	i	9.7	3.5	i	i	i	i
CCOc1ccc(Nc2cc(C)nc(-n3nc(C)cc3C)n2)cc1	i	i	i	i	i	2.3	87.1*	i	i	i	i
CCOC(=O)c1[nH]c2c(c1C)C(=O)CC(c1ccc(F)cc1)C2 (centres undefined)	i	i	i	i	i	0.8	-1.5	i	i	i	i
COc1cc(OC)cc(C(=O)OCCCOC(=O)c2cc(OC)cc(OC)c2)c1	i	i	i	i	i	-4.3	0.1	i	i	i	i
CC1(c2nnc(-c3ccncc3)o2)CC(c2ccccc2)=NO1 (centres undefined)	i	i	i	i	i	1.5	3.1	i	i	i	i
CCc1nn(CCCC(=O)Nc2ccc(C)cc2C)c(=O)c2cc3occc3n12	i	i	i	i	i	0.2	23.0	i	i	i	i
Cc1nn(Cc2ccc([N+](=O)[O-])cc2)c(=O)n1-c1ccccc1	i	i	i	i	i	3.5	-3.1	i	i	i	i
O=C(c1ccc(F)cc1)N1CCN(C2CCCCC2)CC1	i	i	i	i	i	-3.8	-2.7	i	i	i	i
CCn1c(CSc2nc3ccccc3s2)nnc1SCC(=O)NCC(=O)OC	i	i	i	i	i	9.1	-2.7	i	i	i	i
COc1ccc(N2C(=O)CC(S/C(N)=N/N=C/c3ccnc4ccccc34)C2=O)cc1 (centres undefined)	i	i	i	i	i	.	9.3	i	i	i	.
O=C(NCCCN1CCCC1=O)c1c(O)nc2ccccn2c1=O	i	i	i	i	i	-18.2	7.9	i	i	i	i
CCCc1nn(C)c(C(=O)Nc2cccc(Cl)c2)c1Cl	i	i	i	i	i	6.4	-8.1	i	i	i	i
COc1ccc(NC(=O)CSc2nccc(C)n2)cc1	i	i	i	i	i	5.1	-9.8	i	i	i	i
N=c1c2cn[nH]c2nc(SCC(=O)c2ccc(Br)cc2)n1-c1ccc(Br)cc1	i	i	i	i	i	3.2	-0.4	i	i	i	i
O=c1c(Cl)c(NCc2ccc(F)cc2Cl)cnn1C12CC3CC(CC(C3)C1)C2	i	i	i	i	i	-0.5	12.9	i	i	i	i
O=S(=O)(c1ccc(-c2csc(-c3cccnc3)n2)cc1)N1CCCCC1	i	i	i	i	i	0.9	4.9	i	i	i	i
CC(=O)Nc1ccc(-c2csc(Nc3cccc(C)n3)n2)cc1	.	i	.	i	.	.	-18.9	.	i	i	i
O=C1C(Cc2ccccc2O)NC(=S)N1c1ccccc1 (centres undefined)	i	i	i	i	i	-3.6	4.8	i	i	i	i
O=C1c2ccccc2S(=O)(=O)c2cc(C(=O)N3CCN(c4c(Cl)cncc4Cl)CC3)ccc21	i	i	i	i	i	0.1	15.9	i	i	i	i
COc1ccc2c(c1OC)C[N+]1([O-])CCc3cc4c(cc3C1C2)OCO4 (centres undefined)	i	i	i	i	i	-1.9	-6.3	i	i	i	i
CN(C(=O)COC(=O)COc1ccccc1F)C1CCS(=O)(=O)C1 (centres undefined)	i	i	i	i	i	-5.9	-0.4	i	i	i	i
CCCN1Cc2cccc(C(=O)NCc3ccccc3OC)c2C1=O	i	i	i	i	i	9.2	-4.0	i	i	i	i
Cc1cccc(S(=O)(=O)Nc2nc3ccccc3nc2NCc2ccco2)c1	i	i	i	i	i	2.7	23.8	i	i	i	i
Cc1ccc(NC(=O)CN(c2ccc(Cl)cc2)S(=O)(=O)c2cc([N+](=O)[O-])ccc2Cl)cc1	i	i	i	i	i	-5.5	15.9	i	i	i	i
Cc1ccc2c(c1)N(CC(=O)N1CCCCC1)C(=O)C(C)O2 (centres undefined)	i	i	i	i	i	2.7	1.7	i	i	i	i
O=C(COC(=O)c1sc2cc(Cl)ccc2c1Cl)Nc1ncc(Cl)cc1Cl	i	i	i	i	i	-0.7	-1.6	i	i	i	.
Cc1nn(C)c(C)c1NC(=O)CSc1nc(-c2ccccc2Cl)nc2c1cnn2-c1ccccc1	i	i	i	i	i	-3.0	-1.7	i	i	i	i
CCOc1ccc2nc(NC(=O)CSc3nc4c(c(=O)n(C)c(=O)n4C)n3C(C)C)sc2c1	i	i	i	i	i	8.4	23.0	i	i	i	i
CCCCCn1c(=O)[nH]c2cc(C(=O)NCCCN3CCCCC3C)ccc2c1=O (centres undefined)	i	i	i	i	i	-2.2	10.6	i	i	i	i
O=C(CO/N=C/c1ccc(OC(F)F)cc1)NCc1cccs1	i	i	i	i	i	1.4	-3.9	i	i	i	i
CCOC(=O)/C(=C\c1cccnc1)C(=O)c1cc(C(C)=O)c(Nc2ccccc2)s1	i	i	25*	i	i	7.8	-37.4	i	i	6.36*	-10.5*
Cc1sc2ncnc(N3CCC(C(=O)Nc4ccc(Br)cc4Br)CC3)c2c1C	i	i	i	i	i	0.4	2.8	i	i	i	i
COc1ccc(N=C2SC(CC(=O)Nc3ccc(F)cc3)C(=O)N2Cc2ccco2)cc1 (centres undefined)	i	i	i	i	i	6.7	-6.8	i	i	i	i
O=C(NC1CCC1)C1CCC(=O)N(Cc2cccc(F)c2)C1 (centres undefined)	i	i	i	i	i	-7.2	2.9	i	i	i	-6.21*
CCOc1ccccc1N1CCN(C(=O)CNC(=O)c2sc3ccccc3c2Cl)CC1	i	i	i	i	i	1.8	31.2	i	i	i	i
Cc1cccc(NC(=O)CCNC(=O)c2ccccc2)c1	i	i	i	i	i	0.4	-1.2	i	i	i	i
CNC(=O)CCn1nc(-c2ccccc2)c2ccccc2c1=O	i	i	i	i	i	-0.4	6.0	i	i	i	i
N=c1c2c3c(sc2nc2n1CCCCC2)CCCC3	i	-10.6*	i	-8.12*	i	-1.0	0.4	i	i	i	i
Cc1cc(C)n(CC(=O)N2CCCC(C(=O)c3cccc(OC(C)C)c3)C2)n1 (centres undefined)	i	i	i	i	i	2.3	-0.1	i	i	i	i
CCSc1cc(C2C(C(=O)OC)=C(C)NC3=C2C(=O)CCC3)c(C)o1 (centres undefined)	i	i	i	i	i	-3.9	-3.6	i	i	i	i
CCC(=NCCc1ccc(OC)c(OC)c1)C1=C(O)CC(C)(C)CC1=O	i	i	i	i	i	0.2	4.0	i	i	i	i
Fc1ccc(-c2ccnc3nc(N4CCN(c5ccccc5)CC4)nn23)cc1	i	i	i	i	i	-5.1	-2.3	i	i	i	i
CC(=O)OCCN1CCN(C(=O)CN2C(=O)NC(c3ccccc3)(c3ccccc3)C2=O)CC1	i	i	i	i	i	-0.3	0.4	i	i	i	i
CN(C(=O)c1ccc(S(=O)(=O)NC2CCCC2)cc1)C1CCCCC1	i	i	i	i	i	2.6	0.6	i	i	i	i
CCN(CC)C(=S)SCC(=O)c1c(C)[nH]c2ccccc12	i	i	i	i	i	4.6	-17.5	i	i	i	i
CCCCn1c(N)c(N(CCC(C)C)C(=O)CC2OC(=O)c3ccccc32)c(=O)[nH]c1=O (centres undefined)	i	i	i	i	i	-0.6	-2.8	i	i	i	i
CCCc1nnc2c(N(C)S(=O)(=O)c3ccc(C)cc3)nc3ccccc3n12	i	i	i	i	i	0.6	-3.2	i	i	i	i
Cc1nnc(SCC(=O)N2CCOCC2)c2ccccc12	i	i	i	i	i	2.0	-13.7	i	i	i	i
CC(C)Oc1ccc(C(=O)NCCCNC(=O)c2ccccn2)cc1	i	i	i	i	i	-5.3	1.0	i	i	i	i
C1CCN(Cc2nnnn2CC2CCCO2)CC1 (centres undefined)	i	i	i	i	i	7.9	-2.1	i	i	i	i
Next part.
SMILES	MrgX1 antagonist	TRPC6 inh	TMEM16A inh	RGS4 pot	MrgX1 agonist	HDAC3 inhib	SKKanGAS inh	MrgX1 allo act	TRPC6 act	RGS4 block	ANO1 activ
COc1cc(NC(=O)COc2ccc(Cl)cc2)ccc1NC(=O)C(C)C	i	i	i	i	i	?	6.4	i	i	i	i
CN(C(=O)COC(=O)CCCN1C(=O)c2cccc3cccc(c23)C1=O)C1CCS(=O)(=O)C1 (centres undefined)	i	i	i	i	i	-4.7	-5.6	i	i	i	i
Cc1cnc(NC(=O)C2CCC(C(C)(C)C)CC2)s1 (centres undefined)	i	i	i	i	i	-0.7	?	i	i	i	i
COCCCNC(=O)c1ccc2nc(Cc3ccc(OC)cc3)oc2c1	i	i	i	i	i	7.5	-7.4	i	i	i	i
CCC(=O)Nc1nc2n(n1)C(c1ccc(OC)cc1)C=C(c1ccccc1)N2 (centres undefined)	i	i	i	i	i	14.4	-11.6	i	i	i	.
Cc1nc(C)c(C(=O)NNS(=O)(=O)c2ccccc2)s1	i	i	i	i	i	2.8	-8.5	i	i	i	i
CC(=O)c1cccc(NC(=O)C(OC(=O)c2cccs2)c2ccccc2)c1 (centres undefined)	i	i	i	i	i	2.7	8.3	i	i	i	i
O=C(NN1C(=O)NC2(CCCCC2)C1=O)c1ccc(-c2ccc([N+](=O)[O-])cc2)o1	i	i	i	i	i	2.6	1.0	i	i	i	i
CCc1cc(C(=O)Nc2cc(S(=O)(=O)N(CC)CC)ccc2N2CCN(C)CC2)sc1C	i	i	i	i	i	-2.3	-1.8	i	i	i	i
Cc1nc2ccc(NC(=O)NCCCO)cc2s1	i	i	i	i	i	0.1	-0.1	i	i	i	i
COC(=O)c1ccc(NC(=O)CN2CCN(CCO)CC2)cc1	i	i	i	i	i	-1.0	3.6	i	i	i	i
Cc1cccc(CNC(=O)C2CCC(=O)N(CCc3cccc(F)c3)C2)n1 (centres undefined)	.	i	.	i	.	.	-0.4	.	i	i	i
COc1ccc(-c2nnc(Nc3nc4c(OC)cccc4s3)o2)c(OC)c1	i	i	i	i	i	3.7	-24.1	i	i	i	i
CC(C)(C)OC(=O)N1CCN(c2ccc(NC(=O)Cn3nnc(-c4ccccc4)n3)cc2)CC1	i	i	i	i	i	-1.0	0.4	i	i	i	i
CN(C)CCCn1c2c(c(SCC(=O)Nc3ccc4c(c3)OCO4)nc1=O)CCCC2	i	i	i	i	i	-1.1	5.5	i	i	i	i
O=C1Nc2c(c(=O)[nH]c(=O)n2-c2ccccc2F)C(C(F)(F)F)(C(F)(F)F)N1	i	i	i	i	i	1.3	-12.5	i	i	i	i
N/C(=N\OC(=O)c1cc(Br)ccc1Cl)c1cccnc1	i	i	i	i	i	0.0	-0.3	i	i	i	i
CCc1cccc(C)c1NC(=O)COC(=O)CNS(=O)(=O)/C=C/c1ccccc1	i	i	i	i	i	-1.5	22.2	i	i	i	i
